Screening results from PubChem.
NPR1 activator: GC-A stimulated cGMP production enhancers – HEK293 GC-A cells, cGMP TR-FRET, EC30 ANP, primary screen; activation, % at 10 µM; 0% at EC30 ANP, 100% saturating ANP; hit rate 0.14% among 370,000; in the data active = activation above about 40%
mABHD4 FP: ABHD4 inhibitors, primary screen, biochemical, fluorescence polarization, mouse; AID 720543, 2013; (Lyso)-N-acylphosphatidylethanolamine lipase (Mus musculus), Q8VD66; purified mABHD4, FP-Rh probe fluorescence polarization; inhibition, % at 8.92 µM; hit rate 0.54% among 370,000;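 active = inhibition exceeding the mean over every tested compound plus 3 SD, cut at about 30% in these data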;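 also: 0% = plate median of compound wells and 100% = S159A mutant with DMSO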
Target sequence (Q8VD66 whole entry, looked up): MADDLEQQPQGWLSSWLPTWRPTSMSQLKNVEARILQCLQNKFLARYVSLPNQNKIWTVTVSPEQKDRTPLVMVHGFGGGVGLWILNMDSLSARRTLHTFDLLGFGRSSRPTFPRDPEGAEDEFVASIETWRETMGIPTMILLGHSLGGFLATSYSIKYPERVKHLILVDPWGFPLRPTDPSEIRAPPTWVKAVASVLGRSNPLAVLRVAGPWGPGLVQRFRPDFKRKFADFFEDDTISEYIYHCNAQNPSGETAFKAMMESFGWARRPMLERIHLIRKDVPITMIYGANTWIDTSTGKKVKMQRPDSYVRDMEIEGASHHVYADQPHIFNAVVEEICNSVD
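Test system: mABHD4 protein; Read-out basis: % inhibition; Incubation: 45 min + 60 min at 25 °C; Repeats: single replicate; Technique: fluorescence polarization with parallel and perpendicular emission, 525/598 nm; Compound: 8.92 µM, single dose; Benchmarks: full inhibition S159A mutant plus DMSO, zero as sample-well median.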
GC-B act: human GC-B receptor activators, primary screen, HEK293 GC-B cells, cGMP TR-FRET, EC30 CNP | hit rate 0.11% among 370,000 | activation, % at 10 µM | 0% at EC30 CNP, 100% saturating CNP | Atrial natriuretic peptide receptor 2 (Homo sapiens), P20594;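 active = activation at 10 µM reaching about 35% in either raw or pattern-adjusted values, limit read from the data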
ARFGAP1 inhibitor: inhibitors of rat ARFGAP1 GAP activity, primary screen, biochemical, fluorescence polarization, GDP tracer; ADP-ribosylation factor GTPase-activating protein 1 (Rattus norvegicus), Q62848; Arfgap1-stimulated ARF1 GTP hydrolysis, GDP FP detection; inhibition, % at 16.5 µM; hit rate 0.26% among 360,000;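 active = inhibition above a per-plate limit, mean inhibition of low control wells plus 3 SD, cut at about 25% in these data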;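 also: 0% = DMSO wells with enzyme and 100% = wells lacking Arfgap1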
Target sequence (Q62848 1-136 limits assumed): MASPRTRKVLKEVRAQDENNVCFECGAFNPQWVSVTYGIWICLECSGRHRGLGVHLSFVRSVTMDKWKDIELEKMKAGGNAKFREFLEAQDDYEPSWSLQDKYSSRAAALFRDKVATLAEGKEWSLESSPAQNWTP
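Replicates: Single well per compound | Assay system: Truncated rat Arfgap1 GAP domain | Control set: No-Arfgap1 wells (100%) versus DMSO full-reaction wells (0%) | Times: Enzyme reaction 120 min at 25 °C after 20 min preincubation | Reagent: Human ARF1(Δ1-17)-GTP substrate | Measured by: Tracer-displacement fluorescence polarization with EDTA stop, 620/688 nm | Measure: Percent inhibition of Arfgap1-stimulated GTP hydrolysis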
rCAG binder: binders of r(CAG) RNA repeats, primary screen, biochemical, fluorescence; r(CAG) RNA repeat, TO-PRO-1 dye displacement fluorescence; hit rate 1.3% among 370,000; inhibition, % at 3 µM; AID 651821, 2012;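 active = inhibition above the plate cutoff, the mean of all test compounds on that plate plus 3 SD, cut at about 35% in these data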;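 also: 0% = DMSO alone and 100% = 100 µM mitoxantrone as full dye displacement; higher means more dye released from RNA so lower well fluorescence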
HTRA1 inhibitor: HTRA1 serine protease inhibitors, primary screen, biochemical, fluorescence polarization, HTS; Q92743; recombinant HTRA1, FP-rhodamine activity-based probe; inhibition, % at 5.96 µM; hit rate 0.5% among 340,000; AID 504803, 2011; in the data active = inhibition above about 36%;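 also: 0% = enzyme with DMSO and 100% = wells lacking enzyme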
Target sequence (Q92743 whole entry, looked up): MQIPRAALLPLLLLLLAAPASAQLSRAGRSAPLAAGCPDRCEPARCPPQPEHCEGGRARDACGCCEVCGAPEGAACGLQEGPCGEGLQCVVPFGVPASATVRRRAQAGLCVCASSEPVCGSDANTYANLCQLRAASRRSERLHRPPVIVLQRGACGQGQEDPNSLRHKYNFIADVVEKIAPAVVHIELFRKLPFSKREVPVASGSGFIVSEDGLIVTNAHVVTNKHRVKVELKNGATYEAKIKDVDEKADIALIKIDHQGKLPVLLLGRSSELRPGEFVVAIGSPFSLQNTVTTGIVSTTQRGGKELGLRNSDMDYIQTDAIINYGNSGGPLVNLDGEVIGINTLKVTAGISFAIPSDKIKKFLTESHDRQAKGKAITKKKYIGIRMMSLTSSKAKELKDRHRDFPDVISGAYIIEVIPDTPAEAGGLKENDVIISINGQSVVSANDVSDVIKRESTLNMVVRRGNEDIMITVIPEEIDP
SMARCA2 act: SMARCA2 (BRM) function activators, primary screen, cell-based, luminescence, high throughput; MG213 cells, MMTV-luciferase reporter, dexamethasone, overnight; activation, % at 9.1 µM; hit rate 1% among 370,000; AID 652017, 2013; in the data active = activation above about 7.8%;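 also: 0% = vehicle wells and 100% = reference activator wells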
NR1D1 modulator: modulators of Rev-erb alpha DNA binding, primary screen, biochemical, FITC-DNA, fluorescence polarization, uHTS; Nuclear receptor subfamily 1 group D member 1 (Homo sapiens), P20393; Rev-erbα–FITC-DNA binding, 90 min; activity, % at 10 µM; hit rate 0.79% among 370,000; AID 1259318, 2017;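 active = activity above about 14%, limit read from the data; passing the limit was not always enough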;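 also: 0% = DMSO wells with 35 nM protein and 100% = DMSO wells with 750 nM protein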
ASAP1 GAP inh: inhibitors of human ASAP1 ArfGAP activity, primary screen, biochemical, fluorescence polarization; AID 624377, 2012; ASAP1-stimulated ARF1 GTP hydrolysis, GDP FP detection; Arf-GAP with SH3 domain, ANK repeat and PH domain-containing protein 1 (Homo sapiens), …; inhibition, % at 16.5 µM; hit rate 0.19% among 360,000; in the data active = inhibition above about 25%;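 also: 0% = vehicle with enzyme and substrate and 100% = no enzyme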
PG9 binder: binders of HIV-1 gp120 antibody PG9, primary screen, biochemical, TR-FRET; HIV-1 gp120 / PG9 antibody interaction; TR-FRET gp120-PG9 antibody binding; inhibition, % at 6.7 µM; hit rate 0.43% among 360,000; AID 624416, 2012; in the data active = inhibition above about 8.5%
The depositor's hits bear a star; . = no result given.

(1) O=S(=O)(c1cc(O)ccc1O)c1cccc2c(S(=O)(=O)c3cc(O)ccc3O)cccc12
(2) CCCN(Cc1cc2ccc(C)cc2[nH]c1=O)S(=O)(=O)c1ccccc1
(3) CC1(c2ccc(OC(F)F)cc2)NC(=O)N(CC(=O)Nc2ccc3c(c2)OCO3)C1=O (stereo unspecified)
(4) COc1cc2c(cc1NC(=O)C(C)N1CCN(S(=O)(=O)c3ccccc3[N+](=O)[O-])CC1)oc1ccccc12 (stereo unspecified)
(5) CC(=O)c1cccc(S(=O)(=O)Nc2ccc(N3CCOCC3)cc2)c1
(6) O=C(NCc1cccc(Br)c1)C1CC(c2ccc(C(F)(F)F)cc2)=NO1 (stereo unspecified)

compound no.	1	2	3	4	5	6
NPR1 activator	0	-4	1	-2	-5	1
mABHD4 FP	-10	-9	-4	3	-8	-15
GC-B act	7	3	1	-2	-2	0
ARFGAP1 inhibitor	25*	-4	-5	4	4	-8
rCAG binder	43*	-1	2	4	3	-1
HTRA1 inhibitor	5	-21	-5	-4	-1	-8
SMARCA2 act	2	0	3	5	-3	1
NR1D1 modulator	-32	1	1	-5	-1	-4
ASAP1 GAP inh	22	-2	6	-1	-3	9
PG9 binder	-0.8	-0.1	-3.5	-1.2	0.8	-2.2

ARFGAP1 inhibitor, hit marks shown above.
| no. | SMILES | NPR1 activator | mABHD4 FP | GC-B act | ARFGAP1 inhibitor | HTRA1 inhibitor | SMARCA2 act | NR1D1 modulator | ASAP1 GAP inh | PG9 binder |
| --- | --- | --- | --- | --- | --- | --- | --- | --- | --- | --- |
| 1 | O=S(=O)(c1cc(O)ccc1O)c1cccc2c(S(=O)(=O)c3cc(O)ccc3O)cccc12 | 0 | -10 | 7 | 25* | 5 | 2 | -32 | 22 | -0.8 |

Later entries
(7) O=C(CSc1nc2ccccc2s1)NCCCN1CCOCC1
(8) C#Cc1ccc([C@H]2C=C(C(=O)N3CCN(Cc4ccccc4)CC3)O[C@@H](OCc3ccc(CO)cc3)C2)cc1
(9) Cc1ccc(-n2nc3c(c2NC(=O)c2cc4ccccc4o2)CS(=O)(=O)C3)cc1
(10) CN1CCC(N(C)C(=O)COc2ccccc2Cl)CC1
(11) CN(C)CCCNS(=O)(=O)c1ccc(Cl)s1
(12) O=C(Cc1ccccc1)Nc1ccc(N2CCCC2)cc1

compound no.	7	8	9	10	11	12
NPR1 activator	0	-6	-3	2	2	-4
mABHD4 FP	2	-9	6	1	-3	10
GC-B act	0	-6	-4	8	-5	4
ARFGAP1 inhibitor	6	19	3	6	2	12
rCAG binder	-1	17	5	-1	-1	13
HTRA1 inhibitor	0	-52	-9	-1	2	32
SMARCA2 act	-1	0	0	-2	-2	3
NR1D1 modulator	2	3	5	2	1	1
ASAP1 GAP inh	-9	12	-8	-3	-3	9
PG9 binder	-0.4	1.3	-0.4	-1.6	-2.0	-0.9

3 entries from above, arranged by count of non-hydrogen atoms, lowest first:
(11) CN(C)CCCNS(=O)(=O)c1ccc(Cl)s1
(12) O=C(Cc1ccccc1)Nc1ccc(N2CCCC2)cc1
(7) O=C(CSc1nc2ccccc2s1)NCCCN1CCOCC1

compound no.	11	12	7
NPR1 activator	2	-4	0
mABHD4 FP	-3	10	2
GC-B act	-5	4	0
ARFGAP1 inhibitor	2	12	6
rCAG binder	-1	13	-1
HTRA1 inhibitor	2	32	0
SMARCA2 act	-2	3	-1
NR1D1 modulator	1	1	2
ASAP1 GAP inh	-3	9	-9
PG9 binder	-2.0	-0.9	-0.4

The list continues.
(13) CCS(=O)(=O)N1CCN(Cc2ccccc2OC)CC1
(14) CCCCn1c(N)c(N(CCC(C)C)C(=O)C2CC(=O)N(c3ccccc3OCC)C2)c(=O)[nH]c1=O (stereo unspecified)
(15) CC(C)S(=O)(=O)c1cnc(-c2cccnc2)nc1N
(16) CCN(CC)c1ccc(NC(=O)CN2CCN(c3ccc(F)cc3)CC2)cc1
(17) CCOc1ccc(NC(=O)c2cccc(OC(=S)N3CCC(C)CC3)c2)cc1
(18) O=C(CN1CCCC1)Nc1cc(C(F)(F)F)ccc1Cl

compound no.	13	14	15	16	17	18
NPR1 activator	1	1	5	2	-1	0
mABHD4 FP	10	15	-5	17	-14	1
GC-B act	-1	-4	-4	-2	2	-3
ARFGAP1 inhibitor	-11	6	0	10	11	-6
rCAG binder	1	-8	-4	-2	-1	-2
HTRA1 inhibitor	4	7	0	6	-31	2
SMARCA2 act	-3	-1	-6	-4	-2	1
NR1D1 modulator	-3	1	-2	-6	1	0
ASAP1 GAP inh	4	18	2	-11	-14	-7
PG9 binder	0.4	0.0	-0.4	-0.8	-3.0	-0.7

Record cards, as listed above:
CC(C)S(=O)(=O)c1cnc(-c2cccnc2)nc1N is listed as NPR1 activator = 5; mABHD4 FP = -5; GC-B act = -4; ARFGAP1 inhibitor = 0; rCAG binder = -4; HTRA1 inhibitor = 0; SMARCA2 act = -6; NR1D1 modulator = -2; ASAP1 GAP inh = 2; PG9 binder = -0.4
CCOc1ccc(NC(=O)c2cccc(OC(=S)N3CCC(C)CC3)c2)cc1 is listed as NPR1 activator = -1; mABHD4 FP = -14; GC-B act = 2; ARFGAP1 inhibitor = 11; rCAG binder = -1; HTRA1 inhibitor = -31; SMARCA2 act = -2; NR1D1 modulator = 1; ASAP1 GAP inh = -14; PG9 binder = -3.0

Following part:
(19) N=c1sccn1CC(=O)Nc1cc(Cl)ccc1[N+](=O)[O-]
(20) O=C(C(=O)N1CCC(CNS(=O)(=O)c2ccc3ccccc3c2)CC1)c1cc2ccccc2o1
(21) N#CCCn1nc(-c2ccccc2)c2ccccc2c1=O
(22) N#C/C(=C\Nc1ccc2c(c1)OCCO2)c1nc(-c2ccccc2)cs1
(23) COc1ccccc1C(=O)NNc1ncc(C)s1
(24) COCCN(C(=O)COC(=O)/C(=C/c1ccccc1)NC(C)=O)c1c(N)n(Cc2ccccc2)c(=O)[nH]c1=O

compound no.	19	20	21	22	23	24
NPR1 activator	1	-4	3	6	4	1
mABHD4 FP	3	-16	5	2	18	0
GC-B act	3	3	6	-4	-3	-2
ARFGAP1 inhibitor	8	0	-3	0	2	1
rCAG binder	0	8	-5	0	4	-1
HTRA1 inhibitor	13	.	6	-3	6	3
SMARCA2 act	-2	-4	-1	0	-3	3
NR1D1 modulator	-2	2	-2	0	1	-1
ASAP1 GAP inh	1	12	4	6	1	4
PG9 binder	-1.7	-0.2	-0.8	-1.2	-1.4	-1.7

(25) O=C(c1cc(-c2ccc(F)cc2)on1)N1CCCCCC1
(26) N#CC1(NC(=O)COC(=O)C2=COCCO2)CCCCC1
(27) Cn1cc(S(=O)(=O)N2CCOCC2)cc1C(=O)NCc1ccc(Cl)cc1
(28) O=c1[nH]c(CN2CCN(S(=O)(=O)c3ccccc3C(F)(F)F)CC2)nc2sc3c(c12)CCCC3
(29) COC(=O)c1cc(NC(=O)Cn2c(=O)oc3ccccc32)cc(C(=O)OC)c1
(30) c1ccc(Nc2nc(CSc3ncn[nH]3)cs2)cc1

compound no.	25	26	27	28	29	30
NPR1 activator	4	-1	2	-4	-7	6
mABHD4 FP	0	-4	2	4	-3	3
GC-B act	8	0	-3	-2	-5	0
ARFGAP1 inhibitor	0	17	-16	12	5	6
rCAG binder	-4	2	3	6	8	1
HTRA1 inhibitor	-5	18	-1	-18	4	-6
SMARCA2 act	3	1	0	12*	0	1
NR1D1 modulator	-2	-7	-2	2	8	7
ASAP1 GAP inh	-5	10	10	3	5	1
PG9 binder	-0.6	-1.4	-0.8	-1.5	-0.6	-2.8

(31) CC1CC(=O)N(C)c2cc([N+](=O)[O-])ccc2N1 (stereo unspecified)
(32) COc1cccc(CNC(=S)Nc2ccc3c(c2)c(=O)n(C)n3C)c1
(33) CC(=O)OCCCN(C)CC/C=C1/c2ccccc2CSc2ccccc21
(34) O=C(COc1ccc(S(=O)(=O)N2CCOCC2)cc1Cl)NCCCn1ccnc1
(35) CCn1c(SCC(=O)Nc2cc(C)on2)nc2c1c(=O)n(C)c(=O)n2C
(36) CCOc1ccc(N(Cc2ccc(OC)c(OC)c2)C(=O)c2ccco2)cc1

compound no.	31	32	33	34	35	36
NPR1 activator	-3	5	-18	-5	3	-1
mABHD4 FP	5	0	1	2	1	5
GC-B act	8	11	-10	3	-2	-1
ARFGAP1 inhibitor	-6	0	-4	5	-10	-13
rCAG binder	-2	0	-11	4	0	-8
HTRA1 inhibitor	3	.	-2	8	9	-10
SMARCA2 act	-2	2	-1	-4	-1	-1
NR1D1 modulator	-5	-3	2	1	-3	-5
ASAP1 GAP inh	-8	4	1	5	-2	-2
PG9 binder	-0.1	-3.6	-0.5	-0.7	-1.3	-0.1

(37) COC(=O)CCCC1=CC2=CC(=O)C(C)(OC(=O)c3cccs3)C(=O)C2=CN1Cc1ccco1 (stereo unspecified)
(38) CN(CC(=O)NCCc1ccc(S(N)(=O)=O)cc1)S(=O)(=O)c1cccc2nsnc12
(39) Cc1c(C(=O)N2CCN(CCc3ccccn3)CC2)oc2ccc(F)cc12
(40) COC(=O)C(NC(=O)c1ccccc1)=C(C)C
(41) CC1=CC(=O)N(c2ccn(C)n2)C1=O
(42) CCOC(=O)c1ccc(NC(=O)CCc2nc(-c3ccccc3)no2)cc1
(43) c1ccc(-c2cc(-c3nnc4sc(-c5ccccn5)nn34)[nH]n2)cc1
(44) COc1cccc(NC(=O)Nc2c(C)n(C)n(-c3ccccc3)c2=O)c1

compound no.	37	38	39	40	41	42	43	44
NPR1 activator	1	1	2	3	8	-3	15	0
mABHD4 FP	32*	-13	0	3	0	-40	-19	-4
GC-B act	-2	1	-4	4	0	-1	6	-1
ARFGAP1 inhibitor	-6	-3	-5	-1	2	5	37*	-7
rCAG binder	21	8	-9	-1	-1	3	18	-4
HTRA1 inhibitor	16	2	4	-2	4	-40	-46	1
SMARCA2 act	2	-1	3	2	0	-6	2	0
NR1D1 modulator	6	0	0	4	-3	5	22*	-7
ASAP1 GAP inh	25*	-9	3	4	1	-10	28*	0
PG9 binder	0.2	-1.9	-2.6	-1.9	-0.7	2.0	0.6	-0.7
